# Lipid storage S3 – qHTS Assay for Lipid Storage Modulators in Drosophila S3 Cells; 0.64% of 320,000 active; Drosophila S3 cells, BODIPY lipid droplet fluorescence, 18-24 h; cells fed with added oleic acid; Potency in µM for hits, for the others lipid storage change, negative = inhibition, % at the top dose, mostly 46.1 µM; active = well fitted inhibition curve with a large enough effect in the signal ratio, with a control signal flat, not every such curve was filed as active; inconclusive = small, poorly fitted or top-dose-only effect, or effect the other way, or a change in a side signal; the % refers to the signal ratio
#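 Laser-scanning cytometry quantifies lipid droplet accumulation (500–530 nm total intensity; droplet/cell object ratio) in oleic acid-fed (400 uM added) Drosophila S3 cells treated with a concentration series. 20 uM Triacsin C defined 100% inhibition.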
# Lipid storage S3 cell count max – second read-out of Lipid storage S3, no call of its own (marks repeat the call); cell number change, %; measured here: cell count max response;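 cells counted by Cell Tracker Red CMTPX staining in the red channel; peak over a dose series mostly up to 46.1 µM; percent activity relative to internal control wells on each plate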
# * marks the source's active call; other numbers are inactive results; i = inactive; ? = inconclusive; / = no result given. % is scaled to controls: 0 for no effect and ±100 for the full control effect; potency is read from the fitted curve at half-maximal effect.
Lipid storage S3 cell count max	Lipid storage S3	smiles
/	?	CCN(CC)C(=O)C(C)N(C#N)c1nc(NC(C)C)nc(NC(C)C)n1 (stereo not given)
18	-9%	Fc1ccccc1-n1cc(-c2ccccc2)[nH]c1=S
2	-8%	O=C(CSc1ncn[nH]1)N1CCOCC1
/	?	CC(C)(C)c1[nH]nc2c1C(Cc1ccccc1)C(C#N)=C(N)O2 (stereo not given)
-8	1%	CC(C)CC1=NN2C(=N)/C(=C\c3coc4ccccc4c3=O)C(=O)N=C2S1
/	?	COc1ccc(C(=O)NC(NC(=O)c2ccc(OC)cc2)c2ccccc2F)cc1
/	?	CC(=O)NCCC(=O)N(C)CC1CCN(CCc2cccc(C(F)(F)F)c2)CC1
13	i	NC(=O)C1CCN(C(=O)c2ccc3c(c2)S(=O)(=O)c2ccccc2C3=O)CC1
/	?	Cc1ccc(S(=O)(=O)N2CCC(=O)N(CCOCc3cccc(F)c3)CC2)cc1
1	17%	COc1cccc(CN(C(=O)c2ccco2)C(C(=O)NC2CCCC2)c2cccnc2)c1 (stereo not given)
/	?	O=C(O)CSc1nnc(COc2cccc3cccnc23)n1-c1cccc(C(F)(F)F)c1
/	?	CCCC1C2CN(C(C)C)CC=C2C(C#N)=C(N)C1(C#N)C#N (stereo not given)
/	?	C=CCc1cc(C)ccc1OCCCC(C(=O)OCC)C(=O)OCC
/	?	Cc1ccc(S(=O)(=O)NC2=NCN(CCN3CCOCC3)CN2)cc1
/	?	CCOC(=O)C1=C(COC(=O)C2CC(=O)N(c3ccc(C)cc3)C2)NC(=O)NC1C (stereo not given)
/	?	Cc1ccc(NS(=O)(=O)c2c(C)[nH]c(C)c2C(=O)N2CCCCC2)c(Cl)c1
/	?	COC(=O)c1c(NC(=O)COC(=O)CNC(=O)c2ccco2)sc(C)c1C
/	?	Cc1ccc(-c2nnc3sc(-c4ccncc4)nn23)cc1
/	?	Cc1ccc(NC(=O)CSCC(=O)NCc2ccco2)cc1
1	0%	Cc1cc(C(C)(C)C)oc1C(=O)Nc1ccc(CC(=O)O)cc1
/	?	CCOC(=O)C1=C(c2ccccc2)NC(=O)NC1c1ccc(OC)c(OC)c1 (stereo not given)
0	6%	CSCCC(NS(=O)(=O)/C=C/c1ccccc1)C(=O)NCCc1ccc(S(N)(=O)=O)cc1 (stereo not given)
-18	-10%	O=C(O)C1CCCCC1C(=O)Nc1cc(Cl)ccc1Cl (stereo not given)
/	?	O=C(NCc1nc2ccccc2[nH]1)C1=C[C@H](c2ccccc2)C[C@H](OCCCCO)O1
/	?	COc1ccc(N(CC(=O)NCCSCc2c(F)cccc2Cl)S(C)(=O)=O)cc1OC
-17	11%	CCCCOc1ccc(CN2CCSCC2)cc1
-3	-3%	O=C1CC(CSc2ccc(Cl)cc2)=NN1
-27	3%	COc1cccc(/C=N/NC(=O)CO/N=C(\C)c2cccs2)c1OC
-10	1%	O=C(Nc1ncc(Cc2cccc(C(F)(F)F)c2)s1)c1ccc(-c2cccc([N+](=O)[O-])c2)o1
/	?	CC(=O)N1CC(C)Sc2ccc(S(=O)(=O)NCCc3cccc(C)c3)cc21 (stereo not given)
4	10%	O=C1c2ccccc2-c2c1cccc2C(=O)N1CCCCC1
/	?	O=C(Nc1cccc(S(=O)(=O)N2CCOCC2)c1)C1CCCCN1S(=O)(=O)c1ccccc1 (stereo not given)
-8	7%	CCOC(=O)c1nc2cc3n(c(CC(C)C)c-2c1C)CC(C)=C3C
/	?	O=C(Nc1ccc(N2CCCC2)c(Cl)c1)c1cccc(-c2cc3ccccc3oc2=O)c1
/	?	O=C(CN1CCN(S(=O)(=O)N2CCCCCC2)CC1)Nc1ccc(Br)cc1
21	1%	COc1ccc2nc(-c3ccc(Cl)cc3)cc(C(=O)O)c2c1
/	?	COc1ccc2nc(N/C(=N/S(=O)(=O)c3cccs3)c3ccccc3Cl)sc2c1
3	12%	Cc1[nH]c2ccccc2c1C(=O)CN1CC(C)OC(C)C1 (stereo not given)
/	?	O=c1c2ccccc2ncn1Cc1ccc(Cl)cc1
-20	i	CN(C)CCN(Cc1ccco1)S(=O)(=O)c1csc(C(N)=O)c1
/	?	O=C(/C=C/Nc1ccccc1)C(F)(F)F
6	0%	COc1cc(S(=O)(=O)n2nnc3ccccc32)c(OC)cc1Cl
/	?	CCCCCn1c2c(c(=N)c3ccccc31)CCC2
/	?	COc1ccc(C(=O)NCC(c2ccco2)N2CCc3ccccc3C2)cc1 (stereo not given)
/	?	Cc1scc(C(=O)N/N=C/c2ccc(OCC(C)C)cc2)c1C
/	?	COc1ccc(NC(=O)CC2C(=O)N(c3ccc(Cl)cc3)C(=S)N2CCc2ccccn2)cc1 (stereo not given)
-9	2%	CCOc1ccc(N2C(=O)/C(=C\c3ccc(O)c(OC)c3)S(=O)(=O)C2c2cccc([N+](=O)[O-])c2)cc1 (stereo not given)
/	?	Cc1ccccc1Cn1c(NC2CCCC2)nc2c1c(=O)[nH]c(=O)n2C
/	?	S=c1[nH]nc(C2CCCCC2)n1/N=C/C(Cl)=C\c1ccccc1
/	?	Cc1nn(-c2ccccc2)c(N)c1C(c1ccc(C(C)C)cc1)c1c(C)nn(-c2ccccc2)c1N
/	?	Clc1nssc1=Nc1ccc(Br)cc1
/	?	CCOC(=O)c1c(C)n(C)c2ccc(OC)c(NS(=O)(=O)c3ccc(Cl)s3)c12
/	?	Cn1c2ccccc2c2c(C(=O)O)cn(C3CCCC3)c(=O)c21
/	?	Cc1cc(C(=O)Nc2ccc(C#N)cc2)on1
/	i	CSc1nc(C)cc(Oc2ccc(=O)n(C)n2)n1
/	?	CCOc1ccc(C(=S)N2CCN(C)CC2)cc1
/	?	O=C(NCc1cccnc1)c1ccc(Br)s1
/	?	Cc1cc(NC(=NC2CC2)c2ccccc2)n(-c2ccccc2)n1
14	9%	OCCC1CN(Cc2nc(-c3ccc(F)cc3)cs2)CCN1CCc1ccccc1 (stereo not given)
7	20%	Cc1ccccc1NC(=O)c1ccc2c(c1)C(=O)N(CC(C)C)C2=O

# Continuation.
Lipid storage S3 cell count max	Lipid storage S3	smiles
3	-3%	CN(C)CCN1C(=O)C(=O)/C(=C(/O)c2ccc3c(c2)OCCO3)C1c1ccccn1 (stereo not given)
/	?	O=C(COC(=O)C1CCC1)NCc1ccc(Cl)cc1Cl
/	?	CCCCN1C(Nc2ccccc2)=NC[C@@H]1Cc1ccccc1
/	?	CCc1nc(CN2CCCC(C(=O)c3ccc4c5c(cccc35)CC4)C2)c(C)[nH]1 (stereo not given)
16	11%	CC(C)(C)C(=O)N1CCN(c2ncnc3scc(-c4ccccc4)c23)CC1
22	-109%	CCCCNC(=O)C1COc2ccccc2O1 (stereo not given)
/	?	COc1ccc(N(CC(=O)NCCSc2ccccn2)S(=O)(=O)c2ccccc2)c(OC)c1
-1	-5%	CC(c1ccccc1)N1CC(C(=O)NC2CCCC2)CC1=O (stereo not given)
/	?	CCOC(=O)CC1C(=O)NCCN1C1CCCC1 (stereo not given)
/	?	CN(C)C(CNC(=O)C1CCCN(C(=O)c2ccc(Cl)cc2)C1)c1ccco1 (stereo not given)
/	?	O=c1c2ccccc2sn1-c1cc(S(=O)(=O)N2CCOCC2)ccc1N1CCOCC1
/	i	Cc1ccc(/C=c2\sc3nc(-c4ccco4)nn3c2=O)o1
/	?	O=C(Nc1ccc(Br)cc1)c1ccc(F)c(S(=O)(=O)NCc2cccs2)c1
/	?	Cc1ccnc(SCc2ccc([N+](=O)[O-])cc2)n1
0	-2%	COC(=O)[C@@H]1C[C@@]2(O)[C@H](O)[C@H](O)[C@H](O)C[C@H]2N1Cc1ccc(C)s1
/	?	O=C(Nc1ccccc1)C1CCCN1S(=O)(=O)c1ccc(Br)cc1 (stereo not given)
20	0%	COc1ccc(Cl)cc1NS(=O)(=O)c1cn(C)nc1C
/	?	O=C(O)c1c2c(nc3ccccc13)-c1ccccc1CC2
11	0%	O=C(CN(c1ccc(F)cc1)S(=O)(=O)c1ccccc1)NC1CC2CCC1C2 (stereo not given)
10	10%	COC(=O)c1ccc(N2C(=O)CC(SCCN)C2=O)cc1 (stereo not given)
-8	2%	COc1ccc(/C(O)=C2/C(=O)C(=O)N(CCCN(C)C)C2c2ccc(C)o2)cc1Cl (stereo not given)
/	?	CC(CNC(=O)c1cc(COc2c(F)cccc2F)on1)c1ccccc1 (stereo not given)
-17	-23%	CC(C)(C)c1cc(C(=O)NN)n(Cc2ccc(Cl)cc2Cl)n1
/	?	CN1CC=C2C(C#N)=C(N)C(C#N)(C#N)[C@H](c3ccoc3)[C@H]2C1
/	?	S=C(NCC1CCCO1)NC1CC1 (stereo not given)
/	?	COc1ccc(C)cc1N1CC(C(=O)OCc2nc(N)nc(Nc3ccccc3C)n2)CC1=O (stereo not given)
/	?	O=[N+]([O-])c1cccc(COc2ncnc3cc([N+](=O)[O-])ccc23)c1
-8	0%	CCOc1ccc(-c2csc(NC(=O)CSCC(=O)O)n2)c2ccccc12
/	?	Cc1ccc(C(=O)Nc2nc(=O)n(C)s2)cc1
/	?	CCc1ccccc1N(CC(=O)OC)S(C)(=O)=O

# 20 entries from above, sorted by SMILES length, highest first.
Lipid storage S3 cell count max	Lipid storage S3	smiles
0	-2%	COC(=O)[C@@H]1C[C@@]2(O)[C@H](O)[C@H](O)[C@H](O)C[C@H]2N1Cc1ccc(C)s1
-8	2%	COc1ccc(/C(O)=C2/C(=O)C(=O)N(CCCN(C)C)C2c2ccc(C)o2)cc1Cl (stereo not given)
3	-3%	CN(C)CCN1C(=O)C(=O)/C(=C(/O)c2ccc3c(c2)OCCO3)C1c1ccccn1 (stereo not given)
/	?	COc1ccc(N(CC(=O)NCCSc2ccccn2)S(=O)(=O)c2ccccc2)c(OC)c1
/	?	CCc1nc(CN2CCCC(C(=O)c3ccc4c5c(cccc35)CC4)C2)c(C)[nH]1 (stereo not given)
/	?	CN1CC=C2C(C#N)=C(N)C(C#N)(C#N)[C@H](c3ccoc3)[C@H]2C1
/	?	O=c1c2ccccc2sn1-c1cc(S(=O)(=O)N2CCOCC2)ccc1N1CCOCC1
/	?	O=C(Nc1ccc(Br)cc1)c1ccc(F)c(S(=O)(=O)NCc2cccs2)c1
16	11%	CC(C)(C)C(=O)N1CCN(c2ncnc3scc(-c4ccccc4)c23)CC1
-8	0%	CCOc1ccc(-c2csc(NC(=O)CSCC(=O)O)n2)c2ccccc12
/	?	O=C(Nc1ccccc1)C1CCCN1S(=O)(=O)c1ccc(Br)cc1 (stereo not given)
-17	-23%	CC(C)(C)c1cc(C(=O)NN)n(Cc2ccc(Cl)cc2Cl)n1
/	i	Cc1ccc(/C=c2\sc3nc(-c4ccco4)nn3c2=O)o1
/	?	CCCCN1C(Nc2ccccc2)=NC[C@@H]1Cc1ccccc1
-1	-5%	CC(c1ccccc1)N1CC(C(=O)NC2CCCC2)CC1=O (stereo not given)
/	?	Cc1ccnc(SCc2ccc([N+](=O)[O-])cc2)n1
/	?	O=C(COC(=O)C1CCC1)NCc1ccc(Cl)cc1Cl
/	?	Cc1ccc(C(=O)Nc2nc(=O)n(C)s2)cc1
22	-109%	CCCCNC(=O)C1COc2ccccc2O1 (stereo not given)
/	?	S=C(NCC1CCCO1)NC1CC1 (stereo not given)

# (more compounds)
Lipid storage S3 cell count max	Lipid storage S3	smiles
3	-6%	CCCCNC(=O)C1CCN(C(=O)Nc2ccc(C)cc2)CC1
-7	17%	COc1cc(CCCN2C(N)=NC[C@H]2Cc2ccc(O)cc2)cc(OC)c1OC
/	?	COc1ccc(/C=C(/C#N)C(=O)Nc2ccc(O)cc2)cc1C(=O)O
/	?	CN1CCN(C(=O)c2ccccc2[N+](=O)[O-])CC1
/	?	Cc1cc(C(=O)N(C)CC2CCCN(CCc3ccc(F)cc3)C2)c(C)o1 (stereo not given)
/	?	Cc1ccc(-c2nnc(SCC(=O)Nc3ccc4c(c3)oc3ccccc34)n2C)c(Cl)c1
-14	-1%	COc1cc(/C=C/C(=O)OCC(=O)c2c[nH]c3ccccc23)ccc1OC(F)F
/	?	OC(COCc1ccc(Cl)cc1)CN1CCN(CC(O)COCc2ccc(Cl)cc2)CC1 (stereo not given)
-1	16%	CC(C)OCCCNC(=S)NNC(=O)c1ccc(Cl)c(Cl)c1
/	?	COc1ccc(-c2cc3ncnc(Cl)c3s2)cc1
1	10%	Cc1ccccc1NS(=O)(=O)c1ccc(C)c(C(=O)N2CCOCC2)c1
/	i	CCC1CCCCN1CCCNC(=O)c1ccc2nc(N3CCC(C)CC3)sc2c1 (stereo not given)
2	-14%	O=C(CCN1CCN(Cc2ccccc2)CC1)NNC(=O)Cc1ccc(Cl)c(Cl)c1
12	-11%	CC(C)c1nnc(NC(=O)C2CCCO2)s1 (stereo not given)
7	7%	COc1ccc2c(c1)CCc1c(C(=O)NCCN3CCOCC3)noc1-2
15	i	CCN1CCN(C(=O)c2cc3cc(Cl)ccc3[nH]2)CC1
/	?	COC(=O)c1sc(OC)cc1OCc1ccc(C)cc1
10	15%	O=C(Nc1ccccn1)c1ccc2ccccc2c1O
/	?	COc1cc2nc(SCc3ccc(F)cc3)n(Cc3cccs3)c(=N)c2cc1OC
-4	-4%	COc1ccc(C(=S)NCS(=O)(=O)c2ccc(C)cc2)cc1
0	13%	CCOC(=O)C1(CC2CC2)CCN(S(=O)(=O)C[C@]23CC[C@H](CC2=O)C3(C)C)CC1
20	i	COC(=O)C1CN(C(=O)COc2ccccc2)c2ccccc2O1 (stereo not given)
25	4%	O=C(COC(=O)c1cccc([N+](=O)[O-])c1)c1ccc2c(c1)OCO2
/	?	S=c1[nH]nc(-c2ccc3ccccc3n2)n1-c1ccc2ncccc2c1
/	?	CN1CCCN(S(=O)(=O)c2ccc(Cl)c(Cl)c2)CC1
/	?	Cc1ccc(S(=O)(=O)N2CCN(C(=O)c3sccc3C)CC2)cc1

# Bioassay records from PubChem.

# A portion of the library (hit frequency here may not be typical).
